Source: PubChem BioAssay (several laboratories)
Tb MetRS inh: blocks T. brucei methionyl-tRNA synthetase activity; purified T. brucei MetRS, ATP depletion, Kinase-Glo luminescence; inhibition, % at 11.9 µM; actives 0.4% (n = 360,000); AID 624268;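 active = inhibition above a per-plate cutoff of the control wells' mean inhibition plus 3 SD, cut at about 5.5% in these data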;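 note: 0% = DMSO wells median and 100% = median of wells with control inhibitor compound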
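Assay system: T. brucei methionyl-tRNA synthetase, purified | Medium: HEPES buffer with MgCl2, KCl, DTT, spermine, BSA, pyrophosphatase | Compound: 11.9 µM single point | Incubation: 15 min enzyme-compound preincubation, 2 h reaction, 10 min detection, 25 °C | Measured by: Kinase-Glo luciferase luminescence reporting remaining unconsumed ATP | Measure: % inhibition normalized to control-well medians | Replication: Singlicate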
Rin1 Abl inh: human Rin1-Abl interaction inhibition. P00519+Q13671. AID 588664. actives 0.4% (n = 360,000). inhibition, % at 7.35 µM. TR-FRET Rin1/Abl binding, biochemical; in the data active = inhibition above about 5%, passing the limit was not always enough
bovine MsrA act: activates bovine MsrA enzyme; purified bovine MsrA, absorbance read-out; activation, % at 10.6 µM; actives 0.3% (n = 360,000); in the data active = activation above about 7.5%;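 note: 0% = vehicle and 100% = reference activator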
eLon inh: inhibitors of E. coli Lon protease. purified E. coli Lon protease, fluorescence polarization. inhibition, % at 7.94 µM. actives 0.42% (n = 360,000). AID 602123; in the data active = inhibition above about 13%, passing the limit was not always enough;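 note: 0% = enzyme with probe and DMSO and 100% = no enzyme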
CSN inh: blocks human CSN-mediated cullin deneddylation; Purified CSN, SCF-Nedd8-OG deneddylation, fluorescence polarization; Q92905; AID 651999; inhibition, % at 12.5 µM; actives 0.38% (n = 360,000);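 active = pattern-corrected inhibition above about 35%, with an unprinted fluorescence ratio check between 0.5 and 1.5, limit read from the data, passing the limit was not always enough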;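 note: 0% = enzyme with substrate and 100% = substrate without enzyme; some results filed as inactive read as strong as hits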
Target sequence (Q92905 whole entry, looked up, one chain of several): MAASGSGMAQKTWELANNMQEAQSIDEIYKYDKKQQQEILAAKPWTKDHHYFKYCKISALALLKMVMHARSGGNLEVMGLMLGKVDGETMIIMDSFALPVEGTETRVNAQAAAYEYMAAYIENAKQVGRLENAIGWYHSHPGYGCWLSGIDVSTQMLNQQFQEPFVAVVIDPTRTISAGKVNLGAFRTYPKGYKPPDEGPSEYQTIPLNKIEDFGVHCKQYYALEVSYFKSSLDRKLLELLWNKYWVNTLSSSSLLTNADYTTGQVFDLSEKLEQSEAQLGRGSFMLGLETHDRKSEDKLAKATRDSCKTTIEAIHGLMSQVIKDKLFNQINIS
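Assay system: purified human Csn5 enzyme expressed in HEK293T cells; measure: % inhibition; also added: SCFSkp2-Nedd8OG substrate at 10 nM final; technique: fluorescence polarization; times: reaction 90 min, room temperature; medium: Tris buffer pH 7.5, NaCl, DTT, Tween-20, trehalose, ovalbumin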
FAS-TE inh: inhibitors of human fatty acid synthase thioesterase domain; P49327; recombinant FAS-TE, OMFH fluorogenic substrate, fluorescence endpoint; inhibition, % at 15 µM; actives 0.67% (n = 360,000); AID 602261;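 active = compounds whose normalised, plate-corrected inhibition of enzyme fluorescence in the single-dose primary screen is 50% or more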;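 note: 0% = DMSO with enzyme and 100% = substrate without enzyme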
PABP1 MLLE inh: blocks PAM2 peptide binding to the PABP1 MLLE domain; AID 588489; actives 0.36% (n = 360,000); GST-MLLE / FITC-PAM2 fluorescence polarization; inhibition, % at 20 µM; P11940; in the data active = inhibition above about 35%, passing the limit was not always enough;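 note: plate controls were DMSO wells with GST-MLLE for no effect and wells lacking GST-MLLE protein for full effect; some results filed as inactive read as strong as hits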
Target sequence (P11940 whole entry, looked up, the tested form may be a part): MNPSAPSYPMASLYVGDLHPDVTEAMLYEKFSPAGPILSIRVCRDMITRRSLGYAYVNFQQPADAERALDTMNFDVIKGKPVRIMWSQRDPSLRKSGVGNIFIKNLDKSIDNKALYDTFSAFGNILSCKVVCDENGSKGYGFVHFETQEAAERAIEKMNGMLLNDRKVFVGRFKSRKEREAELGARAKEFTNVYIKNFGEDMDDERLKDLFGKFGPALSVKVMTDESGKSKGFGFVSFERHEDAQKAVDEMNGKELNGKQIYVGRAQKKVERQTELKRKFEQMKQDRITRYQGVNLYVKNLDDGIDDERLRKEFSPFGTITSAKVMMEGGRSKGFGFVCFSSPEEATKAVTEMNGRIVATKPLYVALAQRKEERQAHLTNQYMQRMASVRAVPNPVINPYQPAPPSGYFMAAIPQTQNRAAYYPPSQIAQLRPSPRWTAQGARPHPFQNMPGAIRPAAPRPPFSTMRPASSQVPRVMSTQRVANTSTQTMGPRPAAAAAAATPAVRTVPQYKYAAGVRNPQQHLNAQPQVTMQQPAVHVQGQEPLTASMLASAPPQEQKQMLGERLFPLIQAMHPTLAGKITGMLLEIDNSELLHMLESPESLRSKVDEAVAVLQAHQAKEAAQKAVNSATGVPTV
Neddylation inh: cullin neddylation inhibition; actives 0.58% (n = 360,000); TR-FRET cullin neddylation, biochemical; calls only at 25 µM; P61081+Q13564; in the data active = inhibition above about 36%
MsrA inhibitor: bovine MsrA inhibition; purified bovine MsrA, absorbance read-out; inhibition, % at 15.5 µM; actives 0.75% (n = 360,000); AID 651718; in the data active = inhibition above about 4.5%;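 note: 0% = vehicle wells with enzyme and 100% = reference inhibitor wells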
Starred values were filed as active, the others as inactive; i = inactive; . = no result given; + = active, no number.

The line under a structure holds: Tb MetRS inh	Rin1 Abl inh	bovine MsrA act	eLon inh	CSN inh	FAS-TE inh	PABP1 MLLE inh	Neddylation inh	MsrA inhibitor
O=C(NCCc1ccc(Cl)cc1)C(=O)Nc1cc2c3c(c1)CC(=O)N3CCC2
→ -0.4	0	17*	-6	-1	4	2	i	0.1
O=C1N/C(=N\c2ccccn2)SC1Cc1ccccc1Cl (configuration not stated)
→ 0.7	-4	-2	6	0	-6	-4	i	-0.8
COc1ccc(N=Nc2cc(C)c(O)c(CN3CCCCC3)c2)cc1
→ 0.2	2	-9	-13	4	9	-9	i	1.1
CSc1nnc(-c2ccc(S(=O)(=O)N3CCCC3)cc2)n1C
→ -0.5	0	-1	-3	4	0	-5	i	0.0
Oc1ccc(C2C(c3ccccc3)=NN=C(c3ccc(Cl)cc3)N2O)c(O)c1 (configuration not stated)
→ 0.1	3	0	-8	5	-81	-27	i	1.1
COc1cccc(C2c3c(oc4ccccc4c3=O)C(=O)N2CCCN2CCOCC2)c1OC (configuration not stated)
→ -0.8	-2	-5	-3	-3	-7	-1	i	1.3
C#CCSc1nnc(-c2ccc(O)cc2)o1
→ -0.6	-1	-2	5	0	-3	-16	i	0.0
Cc1ccc(C)c(NC(=O)CCC(=O)NNC(=O)C(c2ccccc2)c2ccccc2)c1
→ -1.8	4	-15	-7	2	-13	11	i	0.2
C/C=C1\NC(=O)[C@H](C)NC(=O)[C@@H](NC(=O)[C@H](Cc2ccc(O)cc2)NC(=O)[C@@H](NC(=O)/C(C)=C/C)C(C)C)[C@@H](C)OC(=O)[C@H](CCCc2ccc(O)cc2)NC(=O)[C@@H](CCC(=O)OC)NC1=O
→ -0.1	4	-1	-8	2	-6	-1	i	-0.9
CCc1cc(C(=O)N(C)CC(=O)Nc2c(Cl)cccc2Cl)sc1C
→ 0.0	3	-3	-8	-1	-4	8	i	-0.9
c1ccc(Oc2cccc3cccnc23)nc1
→ -0.9	-2	-3	-3	1	-7	12	i	0.2
Cc1cccc(-c2nc(CSCC(=O)NCCCN3CCOCC3)c(C)o2)c1
→ -0.1	-1	-4	-1	-2	-5	-2	i	0.1
Cc1ccc(OC(C)C(=O)Nc2ccccc2C(=O)NCc2cccnc2)cc1C (configuration not stated)
→ 0.0	-4	-1	5	-3	6	17	i	0.3
Cc1ccc([C@@H]2[C@@H]3C(=O)N(C)C(=O)[C@@H]3[C@]3(Cc4ccccc4)C(=O)N(Cc4ccccc4)CC(=O)N23)o1
→ -0.2	4	0	9	6	-9	-8	i	-1.2
CNc1nc2c(N)ncnc2n1[C@H]1O[C@@H](CO)[C@H](O)[C@@H]1O
→ 2.6	1	-8	-9	-1	-8	1	i	1.1
COC(=O)c1ccc(/C=N/N2CCN(Cc3ccc(C)cc3C)CC2)cc1
→ -0.8	2	-10	-5	-3	27	3	i	-0.6
O=C(CN1C(=O)NC(c2ccccc2)(c2ccccc2)C1=O)NC1CCS(=O)(=O)C1 (configuration not stated)
→ -0.1	3	-2	-6	-3	-9	7	i	-0.2
C=COC(=O)NC1CCc2cc(OC)c(OC)c(OC)c2-c2ccc(SC)c(=O)cc21 (configuration not stated)
→ -0.3	4	-8	4	2	0	11	i	1.3
CCCCCn1c(SCCCC)nc2c1c(=O)[nH]c(=O)n2C
→ -0.7	5	2	-1	6	-4	34	i	0.9
CCCCNC(=O)Nc1ccnn1C1CCCCC1
→ -0.1	-2	1	-5	-1	-10	11	i	-0.2
CCOc1ccc(S(=O)(=O)N2CCOCC2)cc1NC(=O)CCOc1ccc(C(C)(C)C)cc1
→ -0.3	4	-3	-8	-11	42	11	i	0.1
CCC1CCCCN1C(=O)CN1C(=O)c2ccccc2S1(=O)=O (configuration not stated)
→ -0.7	3	-10	3	-7	-9	1	i	0.3
CCOc1ccccc1-n1c(=O)c2ccccc2c2ccccc2c1=O
→ -0.2	2	-4	22	-7	7	3	i	1.6
CCOC(=O)c1cc2c(c(-c3ccccc3)n1)[C@@H](CCO)N(S(=O)(=O)C(C)(C)C)C2
→ -0.8	1	-1	0	2	-7	-4	i	0.0
CCOC(=O)c1c(-c2ccccc2)oc2ccc(OCC)cc12
→ 0.1	4	5	1	6	22	6	.	-0.8
CCn1c(SCC(=O)N2CCOCC2)nnc1-c1cccs1
→ -0.4	0	0	3	8	-7	-7	i	0.0
O=C(c1cc(-c2ccc(F)cc2)on1)N1CCCc2ccccc21
→ -1.2	-3	-2	-4	7	17	-7	i	-1.9
O=C(/C=C/c1ccc(Cl)cc1)N1CCOCC1
→ -0.8	0	-1	-2	8	-4	-1	i	0.2
COc1cccc(-c2nnc(SCc3cccnc3)o2)c1
→ -1.1	-3	-13	-9	-2	-6	-1	i	-1.0
CSc1n[nH]c(NCc2ccc(C)cc2)n1
→ 0.7	8	0	1	-5	-8	0	i	0.9
CCOc1ccccc1CN1CCNC(=O)C1CC(=O)N(C)Cc1cnccn1 (configuration not stated)
→ 0.0	4	-4	-4	-2	-5	3	i	0.5
COc1ccc(C2C(C(=O)c3cccs3)=C(O)C(=O)N2c2nnc(C)s2)cc1OC (configuration not stated)
→ 0.2	-1	-5	38*	-22	-151	136	i	.
COC(=O)COc1cccc(NS(=O)(=O)c2ccc(NC(C)=O)cc2)c1
→ -0.4	1	-2	0	3	-6	9	i	-0.6
CCN(CC)CCNC(=O)C(=O)NCC1OCCN1S(=O)(=O)c1ccc(Cl)cc1 (configuration not stated)
→ -0.2	0	-5	-5	4	-5	-11	i	-0.3
CC(=O)NC(=S)Nc1cccc(S(=O)(=O)NC2=NCCC2)c1
→ -0.8	-4	-4	3	-3	-11	15	i	-0.1
O=C(Nc1cccc(S(=O)(=O)NCc2ccco2)c1)c1cc(-c2ccccc2)nc2ccccc12
→ -0.2	4	-3	11	5	35	7	i	2.4
CCOCCCNC(=S)N(CCN(CC)CC)Cc1cc2cc3c(cc2[nH]c1=O)OCCO3
→ 0.4	1	-4	-13	1	-5	-123	i	2.3
CCc1ccc(C2(C)SC(NC(C)=O)=NN2C(C)=O)cc1 (configuration not stated)
→ -0.5	-5	2	1	-1	-4	1	i	2.0
COC(=O)c1ccc(NC(C(=O)OC)C(C)C)c([N+](=O)[O-])c1 (configuration not stated)
→ -0.7	-3	-1	-15	1	1	-4	i	-1.3
O=C(COc1ccccc1Cl)N(Cc1cccs1)C1CCS(=O)(=O)C1 (configuration not stated)
→ -0.6	3	-1	-13	8	-3	1	i	-1.6

Structures listed so far marked active in bovine MsrA act:
molecule	Rin1 Abl inh	bovine MsrA act	eLon inh	CSN inh	PABP1 MLLE inh	Neddylation inh	MsrA inhibitor
O=C(NCCc1ccc(Cl)cc1)C(=O)Nc1cc2c3c(c1)CC(=O)N3CCC2	0	17*	-6	-1	2	i	0.1

The results go on:
The line under a structure holds: Tb MetRS inh	Rin1 Abl inh	bovine MsrA act	eLon inh	CSN inh	FAS-TE inh	PABP1 MLLE inh	Neddylation inh	MsrA inhibitor
Cc1ccc(C(=O)NNC(=S)NC(=O)c2ccccc2)cc1
→ -0.8	-3	-7	3	-2	-5	-6	+	1.6
Cn1nc(-c2ccccc2F)c2cc(C(=O)Nc3ccc4c(c3)OCCO4)sc21
→ 0.0	-3	-1	5	3	24	7	i	3.0
CN(C)CCNC(=O)Nc1ccc([N+](=O)[O-])cc1
→ -0.6	-3	-3	1	-6	-4	0	i	1.7
CCCCCNC(=O)CCn1c(=O)oc2ccccc21
→ -0.8	3	-7	-10	2	-6	-7	i	1.2
CCOC(=O)COc1ccccc1-c1ccno1
→ -0.5	-4	0	2	7	-5	-5	i	0.9
CN(C)c1nc(N)c2nccnc2n1
→ -0.3	0	-4	0	1	-8	-16	i	2.4
Cc1ccc(NC(=O)CSc2nnc(COc3ccc(C#N)cc3)n2-c2ccccc2)cc1C
→ -1.0	0	-8	4	0	9	-1	i	-0.5
O=C(O)C(c1ccccc1)N1CCCCC1 (configuration not stated)
→ -0.1	-2	-4	-4	-10	-2	-8	i	-0.9
CC(=O)NN1C(=O)c2ccccc2NC1c1cccc([N+](=O)[O-])c1 (configuration not stated)
→ 0.1	-1	-2	9	-2	-1	1	i	0.8
CC(C)c1nc2oc3c(=O)[nH]cnc3c2c2c1CCC2
→ -1.4	7.8*	-7	-8	2	-6	-3	+	-0.4
O=C(CCn1c(=S)[nH]c2ccccc2c1=O)NCCc1ccc(Cl)cc1
→ -0.3	1	-3	-1	5	-6	-37	i	1.3
CCOc1ccccc1C(=O)Nc1nnc(SCC(=O)Nc2cc(C)on2)s1
→ -0.7	-4	-3	-1	-1	-7	-28	.	0.8
Cc1ccc(NC(=O)C(C)OC(=O)Cn2cnc3ccccc3c2=O)cc1 (configuration not stated)
→ -0.2	2	-2	-2	-3	-6	-15	i	-0.3
CC(C)NC(=O)Nc1cccc2c1O[C@@H](CN(C)S(=O)(=O)c1ccc(F)cc1)[C@@H](C)CN([C@H](C)CO)C2=O
→ -0.3	1	-1	-17	1	-1	3	i	-0.3
COC(=O)CN(C)C1CC(=O)N(c2ccc(Cl)cc2)C1=O (configuration not stated)
→ 0.2	-3	-2	-2	-3	-4	21	i	-0.5
Cc1ccc(C(=O)N(Cc2nc(-c3ccc(C)cc3)no2)C(C)C)cc1
→ -1.1	1	-1	13	-4	25	6	i	-0.3
O=C1[C@@H]2Cc3c([nH]c4ccccc34)C(c3cccc([N+](=O)[O-])c3)N2C(=O)CN1CCCO (some centres not stated)
→ 96*	1	-3	12	6	5	7	i	2.0
CC(=O)C1=C(C)Nc2cc(C(F)(F)F)ccc2S1
→ -1.4	1	-11	-2	-1	-1	-2	i	0.0
C=CCN1CC(C(=O)N2CCC(Cc3ccc(Cl)cc3)(C(=O)OCC)CC2)CC1=O (configuration not stated)
→ -0.7	1	-1	-6	1	-2	5	i	-0.7
Cc1c(NC(=O)c2ccc(NS(=O)(=O)c3cccc([N+](=O)[O-])c3)cc2)c(=O)n(-c2ccccc2)n1C
→ 0.0	0	-1	-12	3	-7	8	i	1.4
CC1CCCC(NC(=O)CNC(=S)N(Cc2ccccc2)Cc2cccs2)C1C (configuration not stated)
→ -0.1	-1	-3	2	-6	25	-138	i	-0.2
O=C(Nc1cccc(S(=O)(=O)NCc2ccco2)c1)c1ccc(Cl)cc1
→ -0.2	2	-2	6	4	0	10	i	-0.5
CCc1cc2cc(OC)ccc2nc1SCC(=O)NNC(=O)c1ccco1
→ -0.3	-6	-5	10	2	-8	-7	i	1.9
N#Cc1ccccc1S(=O)(=O)N1CCN(C(=O)Cc2coc3cc(O)ccc23)CC1
→ -0.5	6	-11	-5	1	-3	-4	i	1.1
CC(=O)Cc1nsc(Nc2ccc(Cl)cc2)n1
→ 10.0*	-2	-4	-18	-4	-6	-10	i	0.1
O=C(CSc1nc2ccccc2o1)N1CCN(c2ccccc2)CC1
→ -0.5	-1	-11	-8	-3	-9	-34	i	2.7
CC(=O)Nc1ccc(-c2cn3ccsc3n2)cc1
→ -0.2	-3	-3	1	-2	-5	5	i	0.0

Complete entries, looked up by structure. Screens in order: Tb MetRS inh | Rin1 Abl inh | bovine MsrA act | eLon inh | CSN inh | FAS-TE inh | PABP1 MLLE inh | Neddylation inh | MsrA inhibitor
O=C(CSc1nc2ccccc2o1)N1CCN(c2ccccc2)CC1 is listed as -0.5 | -1 | -11 | -8 | -3 | -9 | -34 | i | 2.7
CC(=O)Nc1ccc(-c2cn3ccsc3n2)cc1 is listed as -0.2 | -3 | -3 | 1 | -2 | -5 | 5 | i | 0.0
